TrxR1 inh: rat TrxR1 inhibition. O89049. recombinant rTrxR1, NADPH fluorescence consumption, selenite substrate. Potency, µM (series often up to 114 µM), for the others: at the top dose activity change, negative = inhibition, most hits filed as inhibitors. hit rate 1% among 390,000. AID 588453; further: potency means the concentration at half of the fitted maximal effect; on the % scale 0 is the no-effect control and ±100 the full control effect; nearly all actives have a fitted effect of over 65% in size
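Rat TrxR1 (90 nM in the dispensed reagent) was pre-reduced with 400 uM NADPH for 5 min at room temperature, then incubated with compound for 15 min. After 400 uM selenite was added, NADPH fluorescence (Ex 340/Em 450 nm) was followed for 8 min.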
TrxR1 substrate: substrates of rat thioredoxin reductase 1; purified TrxR1 substrate turnover, NADPH consumption readout; Potency, µM (highest dose often 114 µM), inactives show at the top dose activity change, negative = substrate turnover; hit rate 0.01% among 390,000; further: potency means the concentration at half of the fitted maximal effect; on the % scale 0 is the no-effect control and ±100 the full control effect; nearly all actives have a fitted effect of over 50% in size
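Rat TrxR1, dispensed at 90 nM, was prereduced with 400 uM NADPH (final) for 5 min at ~22 deg C, then incubated with compound 15 min before 400 uM selenite. A first-read NADPH fluorescence drop versus no-compound background flagged substrates.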
RGS4 inh: inhibitors of human regulator of G protein signaling 4; P49798; Transcreener GDP fluorescence polarization, RGS4-accelerated GTP hydrolysis; Potency, µM (top dose mostly 114 µM), inactives show at the highest dose activity change, negative = inhibition, actives largely listed as inhibitors; hit rate 0.039% among 390,000; AID 504845; further: potency means the concentration at half of the fitted maximal effect; on the % scale 0 is the no-effect control and ±100 the full control effect; nearly all actives have a fitted effect of over 75% in size; some results filed as inactive show a strong effect at the top dose
Target sequence (P49798 whole entry, looked up): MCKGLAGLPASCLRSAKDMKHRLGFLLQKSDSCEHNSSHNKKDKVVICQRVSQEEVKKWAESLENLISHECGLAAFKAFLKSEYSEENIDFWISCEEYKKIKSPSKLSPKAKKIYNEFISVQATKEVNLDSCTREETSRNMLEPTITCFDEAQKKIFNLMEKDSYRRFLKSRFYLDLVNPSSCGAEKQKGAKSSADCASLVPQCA
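MLSMR compounds (23 nl, pin-transferred) preincubated 10 min at room temperature with a 500nM (2x) first reagent, then RGS4 at 900nM (2x) plus Transcreener GDP mix added; fluorescence polarization (620/688 nm) read before and after 90 min at 30 °C.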
mIDH1 inhibitor: human IDH1 R132H inhibition. O75874. IDH1-R132H enzyme, NADPH consumption, diaphorase/resazurin fluorescence. Potency, µM (doses to about 76.6 µM), inactives show at the highest dose activity change, negative = inhibition, actives largely listed as inhibitors. hit rate 0.093% among 390,000. AID 602179; further: potency means the concentration at half of the fitted maximal effect; on the % scale 0 is the no-effect control and ±100 the full control effect; nearly all actives have a fitted effect of over 65% in size
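IDH1-R132H (0.5 ug/mL) preincubated 30 min with compound, then NADPH (0.016 mM) and alpha-KG (2 mM) added; 80 min at RT, pH 7.5. Remaining NADPH coupled via diaphorase/resazurin to fluorescence (540/590 nm); concentration-response curves normalized to no-enzyme control.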
USP1-UAF1 inh: USP1/UAF1 (human) deubiquitinase inhibition. O94782. hit rate 0.23% among 390,000. Potency, µM (titrated, usually from 57.1 µM), inactives show at the highest dose activity change, negative = inhibition, actives largely listed as inhibitors. recombinant USP1/UAF1, Ub-Rhodamine cleavage fluorescence; further: potency means the concentration at half of the fitted maximal effect; on the % scale 0 is the no-effect control and ±100 the full control effect; nearly all actives have a fitted effect of over 60% in size; inactives centre near -12
Target sequence (O94782 whole entry, looked up): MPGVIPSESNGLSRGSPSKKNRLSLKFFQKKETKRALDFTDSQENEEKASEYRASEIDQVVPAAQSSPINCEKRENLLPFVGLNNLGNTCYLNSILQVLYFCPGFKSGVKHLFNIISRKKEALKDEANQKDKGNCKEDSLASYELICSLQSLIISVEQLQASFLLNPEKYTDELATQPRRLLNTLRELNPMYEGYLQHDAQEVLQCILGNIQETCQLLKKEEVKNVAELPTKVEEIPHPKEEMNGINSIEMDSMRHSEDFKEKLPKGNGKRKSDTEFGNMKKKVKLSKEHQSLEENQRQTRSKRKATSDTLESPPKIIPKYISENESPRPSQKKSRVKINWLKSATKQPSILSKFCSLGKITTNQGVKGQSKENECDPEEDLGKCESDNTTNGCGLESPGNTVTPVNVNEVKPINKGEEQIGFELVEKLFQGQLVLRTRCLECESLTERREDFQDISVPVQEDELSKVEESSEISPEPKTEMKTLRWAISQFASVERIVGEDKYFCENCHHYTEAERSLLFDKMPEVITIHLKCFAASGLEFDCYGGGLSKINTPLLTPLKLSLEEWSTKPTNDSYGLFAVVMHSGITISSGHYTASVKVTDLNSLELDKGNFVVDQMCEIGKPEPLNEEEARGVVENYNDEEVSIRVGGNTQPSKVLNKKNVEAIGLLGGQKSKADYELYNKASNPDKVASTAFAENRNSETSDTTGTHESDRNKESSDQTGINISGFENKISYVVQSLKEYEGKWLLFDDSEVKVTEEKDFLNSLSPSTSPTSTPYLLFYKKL
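High-throughput fluorogenic screen: 1nM USP1/UAF1 complex, Ub-Rho substrate 150nM final, 50mM HEPES pH 7.8 with 0.5mM EDTA, 0.1 mg/ml BSA, 1mM TCEP and 0.01% Tween-20.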
Glioma ERSR ind: inducers of ER stress response in human glioma cells; hit rate 0.02% among 420,000; Potency, µM, for inactives: at the highest dose activation, usual class: activators; U87-MG GRP78 promoter luciferase reporter, 16 h; further: potency means the concentration at half of the fitted maximal effect; series mostly up to about 76 µM; % of control where 0% means no effect; nearly all actives have a fitted effect of over 35% in size
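Stably transfected U87-MG glioma cells carrying a GRP78-based luciferase sensor; 16 h compound incubation. Luminescence end-point read 10 min after Bright-Glo addition at room temperature.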
Vif-A3G inh: blocks the Vif interaction with human APOBEC3G; Potency, µM (top dose mostly 46.1 µM), for inactives: top-dose activity, negative = active, hits mostly inhibitors; Q9HC16; HeLa A3G-eYFP + Vif (tagged APOBEC3G with the HIV-1 protein that degrades it), YFP fluorescence, overnight; AID 602310; hit rate 0.076% among 410,000;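 further: potency means the concentration at half of the fitted maximal effect; on the % scale 0 is the no-effect control and ±100 the full control effect; nearly all actives have a fitted effect of over 60% in size; hits raise eYFP signal because A3G escapes Vif-driven loss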
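HeLa cells stably expressing Vif and C-terminally eYFP-tagged A3G, seeded overnight at 37 deg C, then exposed to compound by pintool overnight at 37 deg C. Rise in yellow fluorescence (Ex 488/Em 500-530, Acumen) marks blocked Vif-driven A3G degradation.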
Vif-A3F inh: inhibitors of Vif-A3F interaction; hit rate 0.2% among 390,000; AID 602313; HeLa A3F-eYFP + Vif (tagged APOBEC3F with the HIV-1 protein that degrades it), YFP fluorescence increase; Potency, µM (top dose mostly 46.1 µM), for inactives: at the top dose activity, negative = active; further: potency means the concentration at half of the fitted maximal effect; % of control where 0% means no effect; nearly all actives have a fitted effect of over 65% in size
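HeLa cells stably expressing A3F-eYFP plus Vif, plated and incubated overnight at 37 deg C, then exposed to compounds overnight at 37 deg C. Blocked degradation read as raised yellow fluorescence (Ex 488/Em 500-530).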
LDHA inh: inhibitors of human lactate dehydrogenase A | hit rate 0.15% among 480,000 | purified LDHA, NADH/diaphorase-resazurin fluorescence; active compounds read low | activity change, % (values are at about 110 or 230 µM); in the data active means activity change below about -30%; inconclusive means mostly about -25% to -30%;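 further: plate controls were DMSO wells for no effect and wells without enzyme for full effect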
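Human LDH5 at 2 nM final in Tris HCl pH 7.4 with 0.06 mM NADH and 0.2 mM pyruvate, reacted 5 minutes at room temperature. Remaining NADH coupled via diaphorase/resazurin; resorufin fluorescence read at 0 and 20 minutes, normalized to enzyme-free and DMSO wells.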
* = called active by the depositor; u = inconclusive; x = no result given; & = joins results of further samples; [ ] = remark or other dose. Unless noted, the call rests on the fitted dose curve; in most records, active means well fitted curve in the direction sought with a large enough effect; inconclusive means small, poorly fitted or top-dose-only effect, or another doubt; inactive means no such curve, though single readings can be large; an effect the other way counts as inactive or inconclusive.

SMILES	TrxR1 inh	TrxR1 substrate	RGS4 inh	mIDH1 inhibitor	USP1-UAF1 inh	Glioma ERSR ind	Vif-A3G inh	Vif-A3F inh	LDHA inh
O=C(Nc1cccc(Cl)c1)c1ccc(S(=O)(=O)NCC2CCCO2)cc1 (stereo not given)	-6%	-2%	-24%	10%	-18%	3%	-19%	0%	1
Cc1ccc(Cl)cc1N1CCN(S(=O)(=O)c2cc3[nH]c(=O)c(=O)[nH]c3cc2C)CC1	10%	-4%	-20%	5%	-21%[11.4 µM]	-1%	0%	-3%	-9
CCC1CN(C(=O)N2CCC(C(=O)NCCc3ccc(OC)c(OC)c3)CC2)c2ccccc2O1 (stereo not given)	27%&9%	11%&0%	-15%&17%	4%&4%	u	-5%&-3%	4%&-1%	0%&2%	0&-6
O=C(NCc1ccccc1)/C(=C\c1ccccc1)NC(=O)c1ccco1	6%	-2%	6%	0%	-22%	-7%	-9%	1%	-6
COC(=O)Cn1ccc(-c2ccc(Cl)cc2)c(C#N)c1=O	-2%	7%[57.1 µM]	25%	-1%	-1%	1%	-1%	7%	-5
C=CCOc1ccccc1/C=N/NC(=O)Cc1ccc(C)cc1	7%	0%	-18%	13%	-24%	-2%	2%	-2%	-2
CCN(C(=O)COC(=O)c1cc(OC)c(OC)cc1[N+](=O)[O-])C1CCS(=O)(=O)C1 (stereo not given)	12%[57.1 µM]	0%[57.1 µM]	6%	0%	0%	-1%	-1%	-2%	1
O=C(NCc1ccc2c(c1)OCO2)c1ccc(CS(=O)(=O)Cc2cccc(Cl)c2)o1	-5%	-7%	-2%	6%	-10%	-4%	0%	-1%	-4
CC(C)(C)c1nc(N2CCN(C(=O)c3ccco3)CC2)c2nnn(Cc3ccccc3)c2n1	-19%	-9%	-8%[56.9 µM]	-2%	-23%	-8%	-1%	-2%	7
CCn1c(N)c(C(=O)NCc2ccc3c(c2)OCO3)sc1=S	9%[57.1 µM]	-1%[57.1 µM]	u	4%	-17%	-1%	-10%	-1%	-6
Cn1c(=O)c2c(nc(NCC3CCCO3)n2C)n(C)c1=O (stereo not given)	5%	9%	-7%	1%	-20%	-5%	-4%	-4%	3
O=C(c1ccc(C(=O)N2CCOCC2)s1)N1CCOCC1	13%	4%	-2%	-1%	-15%	1%	0%	-14%	-10
N#Cc1c(=O)c2nc(NCc3ccccc3)ncc2n2ccccc12	u	51%[activator]	u	8%	-21%	-1%	3%	-6%	2
CC(C)C(=O)Nc1nc2cc3c(cc2s1)OCO3	28%[57.1 µM]	7%[57.1 µM]	-17%	-4%	-13%	1%	1%	4%	1
Cc1ccc(CNC(=O)C2CCN(S(=O)(=O)c3ccc(Br)s3)CC2)cc1	-2%[57.1 µM]	-3%[57.1 µM]	10%	10%	-4%	-1%	7%	-8%	-11
CC(C)CC(=O)OC1C(N2CCOCC2)c2c(ccc(/C=C/C(=O)N3CCOCC3)c2O)OC1(C)C (stereo not given)	-15%	5%	8%	6%	-23%	-3%	-5%	-14%	-2
COc1ccccc1C1c2[nH]c3ccccc3c2CCN1Cc1cnc(C)s1 (stereo not given)	18%[57.1 µM]	6%[57.1 µM]	0%	1%	-11%	-4%	-2%	-5%	-6
O=CN1CCCN(Cc2nc(Cc3ccccc3F)no2)CC1	21%	10%	2%	-5%	-15%	-1%	1%	2%	-1
COc1ccc(-c2cc(-c3nnc(COC(=O)CC4CC5CCC4C5)o3)c3ccccc3n2)cc1OC (stereo not given)	15%	28%	-8%	1%	-2%	0%	-5%	-19%	2
CNNC(=S)Nc1cccc(SC)c1	7%[57.1 µM]	-22%[57.1 µM]	-45%	5%	-13%	1%	2%	-11%	6
COc1ncc(-c2ccc3c(c2)S(=O)(=O)c2cccc(C(=O)NCc4ccco4)c2C3=O)cn1	-15%	0%	-5%	-26%	-21%	-3%	3%	4%	-4
C/C(=C\c1ccccc1)C(=O)Nc1ccc(S(=O)(=O)Nc2ncccn2)cc1	4%	-7%	u	-8%	-8%	-1%	-6%	-2%	-6
CC(=O)OCC(=O)Nc1c(C)cccc1C	-9%	-10%	5%	-10%	0%	-4%	-4%	-2%	-1
CC(C)(C)NC(=O)NC(=O)CN1CCN(c2ccccc2O)CC1	8%[57.1 µM]	4%[57.1 µM]	-5%	3%	-26%	-4%	0%	-26%	-9
COc1ccc2cc(C#N)c(NC(C)C)nc2c1	-12%	72%[activator]	u	0%	-3%	-3%	-4%	x	2
COCCC(=O)N1CCC(Oc2ccc(C(=O)N(C)CCCC3CCCC3)cc2)CC1	3%	-2%	18%	-1%	-7%	3%	5%	3%	-1
Oc1ccccc1C=NNC(=S)NN=Cc1ccccc1O	-9%[57.1 µM]	3%[57.1 µM]	-29%	-5%	-10%	-1%	-5%	-10%	0
Cc1cccn2c(=O)c(/C=C(\C#N)C(N)=O)c(Oc3ccccc3)nc12	375%[activator]	270%[activator]	-4%	12%	-23%	1%	0%	-4%	0
CCN1CCN(c2cc(C)c3cc(NC(=O)c4cccnc4Cl)ccc3n2)CC1	-10%	1%	0%	18%	-16%	-4%	-1%	-1%	-1
Cc1ccc(S(=O)(=O)CNC(=S)c2ccc3ccccc3c2)cc1	40µM*	-16%	-3%	-4%	-12%	2%	0%	-3%	-2
O=C(NCCCN1CCN(CCCNC(=O)c2cccc([N+](=O)[O-])c2)CC1)c1cccc([N+](=O)[O-])c1	-5%	-2%	4%	1%	-17%	-5%	0%	-2%	-5
FC(F)(F)c1cc(Cl)c2nnc(-c3cccnc3)n2c1	5%[57.1 µM]	-3%[57.1 µM]	-8%	10%	-23%	-2%	-1%	-13%	-4
O=C1C2C(C(=O)N1c1ccccc1)N1CCCN1C2c1ccccc1 (stereo not given)	9%[57.1 µM]	3%[57.1 µM]	-28%	-5%	-19%	-4%	1%	3%	-1
COc1ccc(Cn2c(-c3ccco3)nc3oc4cc(OC)ccc4c(=O)c3c2=O)cc1	-29%	-9%	18%	-3%	-9%	-2%	-6%	x	2
O=C(C[C@@H]1C/C=C\C[C@H](NC(=O)OCC2c3ccccc3-c3ccccc32)C(=O)OC[C@H]2CCCN2C1=O)N[C@@H](CO)Cc1ccccc1	6%	4%	-19%	3%[38.3 µM]	u	-2%	0%	4%	0
CCOC(=O)C1CCN(Cc2cccc(OCc3ccccc3)c2)CC1	25%	-5%	-18%	6%	-16%	-7%	-3%	-2%	-14
C[C@@H]1COC(=O)[C@@H](CC(=O)OC(C)(C)C)C/C=C\C[C@H](CC(=O)NCCO)C(=O)N1	5%[57.1 µM]	5%[57.1 µM]	15%	-1%	-25%	-1%	-4%	3%	1
COc1ccc2c(c1)OC(=O)CC2c1ccccc1OC (stereo not given)	29%	4%	33%	7%	-16%	0%&-3%	-1%	3%	-2
COc1ccc(CNC(=O)CCS(=O)(=O)c2cccc3nonc23)cc1	11µM*	12%[57.1 µM]	19%	4%	-14%	-5%	-3%	4%	4
Clc1ccc(CO/N=C2\CCCc3nonc32)c(Cl)c1	-11%	-2%	3%	3%	-18%	6%	2%	2%	-1
COc1ccc(Nc2nc(N)nc(CN3CCOCC3)n2)cc1	-9%	8%	u	5%	-18%	-3%	-7%	x	3
Cc1ccc(-c2csc(NC(=O)N3CCOCC3)n2)cc1	9%	2%	-3%	5%	-26%	4%	1%	-33%	7
Cc1ccc(CN(Cc2ccccc2)C(=S)NCC(=O)NCc2cccnc2)o1	11%[11.4 µM]	1%[11.4 µM]	-47%	-7%	-21%	-5%	-7%	7%	-1
CCCCCCc1cc2cc(S(=O)(=O)c3ccc(Cl)cc3)c(=O)oc2cc1O	21%	38%[activator]	-18%	-3%	u	-8%	3%	-13%	-13
Cc1ccc(NC(=O)C(C)Sc2nnc3n2CCCCC3)cc1S(=O)(=O)N1CCOCC1 (stereo not given)	x	x	x	1%	-15%	-4%	0%	-4%	1
COc1ccc2c(c1OC)C(=O)N1C2SC(C)(C)[C@H]1C(=O)NC(C)C (stereo not given in full)	46%[activator]	22%	19%	12%	-24%	-5%	2%	0%	3
O=C(Cc1ccc(F)cc1)NCCc1ccccc1	22%	13%	-19%	-2%	-3%	-1%	0%	-11%	-8
CN1C(=O)NC(c2cccc(F)c2)C2=C1CC(C)(C)CC2=O (stereo not given)	17%	2%	24%	-4%	-23%	-5%	-7%	7%	-4
Cc1ccc(NC(=O)Cn2c(O)c(N=NC(N)=O)c3ccccc32)cc1	7%	-4%	-7%	4%	-20%	-4%	u	u	-7
COc1cccc2c(=O)n(CC(=O)Nc3ccc(F)cc3)ccc12	23%	2%	5%	7%	u	-5%	1%	-21%	-9
CN1C(=O)c2cccc(N(C)C)c2C1=O	16%[57.1 µM]	7%[57.1 µM]	-1%	10%	-2%	-1%	0%	-4%	-5
COc1ccc(NC(=O)/C(=C\c2ccco2)NC(=O)c2ccco2)cc1	u	-3%	6%	-4%	-5%	-3%	-2%	-14%	-14

From PubChem

Only part of the results is shown (hit frequency here may not be typical).
